Source: PubChem BioAssay (Broad Institute)
esBAF inh = inhibitors of esBAF chromatin remodeling in mouse ES cells; Bmi1-luciferase knock-in reporter, 24 h; 100% = twice the neutral-well signal; reporter increase, % at 12.5 µM; actives 2% (n = 350,000); in the data active = activation above about 40%; inconclusive = no clear call, values can overlap the other calls;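 also: 0% = median of the plate's neutral control wells and 100% = double that signal; a rise in the Bmi1 reporter signal indicates esBAF inhibition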
SIRT5 inh = sirtuin-5 (human) deacylase inhibition; Q9NXA8; AID 652115; Purified SirT5, succinyl-peptide AMC, trypsin-coupled fluorescence; actives 1.1% (n = 330,000); inhibition, % at 15 µM; in the data active = inhibition above about 15%; inconclusive = no clear call, values can overlap the other calls
Target sequence (Q9NXA8 whole entry, looked up): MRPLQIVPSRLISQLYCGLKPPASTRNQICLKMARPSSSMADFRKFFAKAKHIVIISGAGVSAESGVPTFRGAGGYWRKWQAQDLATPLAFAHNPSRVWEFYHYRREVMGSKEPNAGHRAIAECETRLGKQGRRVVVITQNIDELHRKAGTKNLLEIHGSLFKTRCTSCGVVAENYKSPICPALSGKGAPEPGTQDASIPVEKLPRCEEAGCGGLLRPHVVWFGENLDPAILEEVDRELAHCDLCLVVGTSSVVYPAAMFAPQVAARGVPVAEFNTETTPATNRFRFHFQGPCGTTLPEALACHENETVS
miR-122 sensor = miR-122 inhibition in Huh7 cells | Huh7 miR-122 Renilla luciferase sensor, 48 h; neutral wells = 0, positive control = 100 | activation (reporter increase), % at 12.5 µM | actives 0.3% (n = 340,000);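 active = mean replicate activation score at least 90 and every replicate individually at or above 90; inconclusive = only one of the two criteria met; inactive = neither criterion met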;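 also: higher luciferase means less miR-122 activity so hits act as miR-122 inhibitors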
ARNT-TACC3 inh = disrupts binding between human ARNT and TACC3; Q9Y6A5; AlphaScreen His-ARNT PAS-B/GST-TACC3 binding, luminescence; TACC3 fragment carries E629A point mutation; inhibition, % at 9.99 µM; AID 623870; actives 0.66% (n = 390,000);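 active = mean inhibition of replicates at least 50% and at least half of replicates each reaching 50%; inconclusive = half or more replicates reach 50% but mean below 50%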;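 also: 0% = complete ARNT plus TACC3 wells and 100% = ARNT alone without TACC3; many hits fall short of the cut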
C2C12 statin = protects C2C12 myotubes from simvastatin toxicity; ATP luminescence, 48 h; scaled: DMSO 0, geranylgeraniol control 100; rescue of ATP level, % at 7.49 µM; actives 0.78% (n = 330,000); AID 602340;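 active = mean ATP rescue above about 67%, or every replicate alone reaching that limit, limit read from the data, passing the limit was not always enough; inconclusive = no clear call, values can overlap the other calls; inactive = mean under the limit and some replicate under it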;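 also: myotubes were challenged with 10 µM simvastatin during compound exposure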
ERp5 inh = blocks human ERp5 reductase activity on insulin; Q15084; ERp5 insulin aggregation, absorbance 650 nm, 90 min; inhibition, % at 9.99 µM; actives 0.05% (n = 350,000); AID 651711;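 active = mean replicate inhibition above about 25%, with every replicate also reaching it, limit read from the data, passing the limit was not always enough; inconclusive = only one of those two criteria met; inactive = neither criterion met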
Target sequence (Q15084 whole entry, looked up): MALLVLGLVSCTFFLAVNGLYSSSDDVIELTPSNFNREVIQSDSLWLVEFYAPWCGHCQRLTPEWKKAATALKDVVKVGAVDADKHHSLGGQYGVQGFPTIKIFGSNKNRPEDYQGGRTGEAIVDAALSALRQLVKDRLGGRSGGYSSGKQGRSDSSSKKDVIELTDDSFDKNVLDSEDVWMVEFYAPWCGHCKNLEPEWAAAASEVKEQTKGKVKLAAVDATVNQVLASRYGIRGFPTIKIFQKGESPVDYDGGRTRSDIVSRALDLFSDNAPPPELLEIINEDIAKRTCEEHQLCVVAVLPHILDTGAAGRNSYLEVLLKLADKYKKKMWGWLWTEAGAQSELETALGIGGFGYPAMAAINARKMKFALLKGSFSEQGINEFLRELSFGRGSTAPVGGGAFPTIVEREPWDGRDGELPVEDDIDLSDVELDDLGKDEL
Cneo AK release = causes C. neoformans cell lysis; lysis activity, % at 15 µM; adenylate kinase release luminescence, 4 h; normalised: neutral wells 0, clomiphene wells 100; AID 651654; actives 0.2% (n = 360,000);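 active = mean lysis activity across replicates of at least 80%, whatever share of replicates individually reach that level; inactive = mean lysis activity below 80%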
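Material – Cryptococcus neoformans yeast cells · Quantity – 5 × 10^6 yeast cells/mL · Buffer or medium – YPD medium · Compound – single dose · Timing – 4 h static compound exposure, 37 °C, read 1 h post-reagent · Signal – adenylate kinase release luminescence · Read-out basis – lysis from increased AK signal · Benchmarks – Clomiphene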
* hit, by the source's call; [ ] = another dose, or the depositor's remark. Compounds were not picked by outcome, and some 4% of all compounds hit somewhere here.

`COc1ccc(C(=O)N2CCN(CCc3ccccc3)CC2)cc1[N+](=O)[O-]` gave SIRT5 inh -1, miR-122 sensor 2, ARNT-TACC3 inh 0, ERp5 inh -7 and Cneo AK release 0.
Screening O=C(NC1CCCC1)[C@H]1[C@H](CO)[C@H]2Cn3c(cccc3=O)[C@@H]1N2CC1CCCC1 returned esBAF inh 6, SIRT5 inh 2, miR-122 sensor 5[16.7 µM], ARNT-TACC3 inh 8, C2C12 statin 6, ERp5 inh 0 and Cneo AK release -2.
`CC(C)Sc1nnc(NC(=O)c2ccco2)s1` gave SIRT5 inh 1, ARNT-TACC3 inh -3, ERp5 inh 2 and Cneo AK release -1.
`C[C@H]1CN([C@@H](C)CO)C(=O)c2cc(NC(=O)Nc3ccc(F)cc3)ccc2O[C@@H]1CN(C)Cc1ccc2c(c1)OCO2` gave esBAF inh 3, SIRT5 inh 4, miR-122 sensor 1[16.7 µM], ARNT-TACC3 inh -2, C2C12 statin -23, ERp5 inh -2 and Cneo AK release -2.
For CCc1ccc(N/C(SC)=C(/C#N)C(N)=O)cc1 the results were SIRT5 inh 3, miR-122 sensor -1, ARNT-TACC3 inh 5 and ERp5 inh 1.
Screening Cc1cc(C(C#N)c2ccc(Cl)cc2)c(Cl)cc1NC(=O)c1cc(I)cc(I)c1O (stereo not drawn) returned esBAF inh 1, SIRT5 inh -5, miR-122 sensor 3, ARNT-TACC3 inh -1, C2C12 statin 2, ERp5 inh -1 and Cneo AK release -3.
`C[C@@H]1CN([C@H](C)CO)C(=O)c2cc(C#CC3(O)CCCC3)cnc2O[C@H]1CN(C)C(=O)CC1CC1` gave esBAF inh 3, SIRT5 inh -3, miR-122 sensor 0[16.7 µM], ARNT-TACC3 inh -5, C2C12 statin 16, ERp5 inh 0 and Cneo AK release 1.
Screening O=C(NC1CCN(Cc2ccccc2)CC1)C1CCN(S(=O)(=O)c2ccc(Cl)cc2)CC1 returned esBAF inh 6, SIRT5 inh 1, miR-122 sensor -20, ARNT-TACC3 inh 1, C2C12 statin -4 and ERp5 inh -1.
Fc1cccc(Cc2c(-c3ccccc3)nc3ccc(Cl)cn23)c1 was read as esBAF inh -1, SIRT5 inh -5, miR-122 sensor -6, C2C12 statin 0, ERp5 inh -5 and Cneo AK release 1.
Screening COc1cc2cc(CCCOC(=O)CCCC(=O)O)oc(=O)c2cc1OC returned esBAF inh 9, miR-122 sensor -3, ARNT-TACC3 inh 0, C2C12 statin -2, ERp5 inh 3 and Cneo AK release 1.
For Cc1c(C(=O)OCC(=O)N(C)CC(=O)Nc2ccc(F)cc2)oc2ccccc12 the results were esBAF inh -1, SIRT5 inh -6, miR-122 sensor 3, ARNT-TACC3 inh 6, C2C12 statin -1, ERp5 inh 1 and Cneo AK release -1.
Screening CCCNC(=O)c1cc2c(c(-c3cccc(-c4cccc(F)c4)c3)n1)[C@@H](CCO)N([S@](=O)C(C)(C)C)C2 returned esBAF inh 5, ARNT-TACC3 inh 2, C2C12 statin -19, ERp5 inh 2 and Cneo AK release 7.
`O=C(Nc1ccccc1N1CCN(c2ccc(F)cc2)CC1)C12CC3CC(CC(C3)C1)C2` gave miR-122 sensor 2, ARNT-TACC3 inh 0 and Cneo AK release 0.
O=C(Oc1ccc(Cl)c2cccnc12)N1CCCCCC1 was read as esBAF inh 7, SIRT5 inh -3, ARNT-TACC3 inh -5, C2C12 statin 7, ERp5 inh 3 and Cneo AK release 1.
For CC(NS(=O)(=O)c1ccc(CCC(=O)NCC2CCCO2)cc1)c1ccccc1 (stereo not drawn) the results were esBAF inh -2, miR-122 sensor -3, ARNT-TACC3 inh 4, C2C12 statin 0 and Cneo AK release 0.
For O=C(NC1CCCC1)C(c1ccco1)N(C(=O)c1csnn1)c1ccccc1 (stereo not drawn) the results were esBAF inh 10, SIRT5 inh -3, ARNT-TACC3 inh -3, C2C12 statin 6, ERp5 inh 3 and Cneo AK release 0.
`CC(=O)c1cccc(NC(=O)CSc2nnnn2C2CCCC2)c1` gave esBAF inh 3, SIRT5 inh -2, ARNT-TACC3 inh -4, C2C12 statin 4, ERp5 inh -5 and Cneo AK release -3.
O=C(NC1CCN(C(=O)c2cccc([N+](=O)[O-])c2)CC1)c1ccccc1 was read as esBAF inh 3, SIRT5 inh -3, ARNT-TACC3 inh -11, C2C12 statin 9, ERp5 inh 0 and Cneo AK release -2.
For CCOC(=O)CC1C(=O)NCCN1S(=O)(=O)c1ccc(C)cc1 (stereo not drawn) the results were esBAF inh 0, SIRT5 inh -4, miR-122 sensor 0, ARNT-TACC3 inh -5, C2C12 statin 0, ERp5 inh 1 and Cneo AK release 0.
For CCCC(=O)Nc1cc2c3c(c1)CC(=O)N3CCC2 the results were esBAF inh -4, SIRT5 inh -1, miR-122 sensor -4, ARNT-TACC3 inh -21, C2C12 statin 2, ERp5 inh -11 and Cneo AK release -2.

Compounds shown so far with four or more nitrogen atoms (3):
`C[C@H]1CN([C@@H](C)CO)C(=O)c2cc(NC(=O)Nc3ccc(F)cc3)ccc2O[C@@H]1CN(C)Cc1ccc2c(c1)OCO2` gave esBAF inh 3, SIRT5 inh 4, miR-122 sensor 1[16.7 µM], ARNT-TACC3 inh -2, C2C12 statin -23, ERp5 inh -2 and Cneo AK release -2.
For O=C(NC1CCCC1)C(c1ccco1)N(C(=O)c1csnn1)c1ccccc1 (stereo not drawn) the results were esBAF inh 10, SIRT5 inh -3, ARNT-TACC3 inh -3, C2C12 statin 6, ERp5 inh 3 and Cneo AK release 0.
`CC(=O)c1cccc(NC(=O)CSc2nnnn2C2CCCC2)c1` gave esBAF inh 3, SIRT5 inh -2, ARNT-TACC3 inh -4, C2C12 statin 4, ERp5 inh -5 and Cneo AK release -3.

Next part
Screening CCOc1ccc(CC(=O)NNC(=O)NC2CCCCC2)cc1 returned SIRT5 inh 3, miR-122 sensor 2, ARNT-TACC3 inh 0 and ERp5 inh -1.
Screening CCOC(=O)c1ccc(Cl)c(S(=O)(=O)N2CCCC2)c1 returned SIRT5 inh 0, ARNT-TACC3 inh -4 and ERp5 inh -3.
Screening C=CCSc1cc(C)nc2c(-c3ccc(Cl)cc3)c(C)nn12 returned esBAF inh -7, SIRT5 inh 1, miR-122 sensor 0, ARNT-TACC3 inh -13, C2C12 statin -104, ERp5 inh 2 and Cneo AK release -2.
Screening CCOc1ccc(NS(=O)(=O)c2ccc(C(=O)NCC(c3cccs3)N3CCOCC3)cc2)cc1 (stereo not drawn) returned esBAF inh 7, SIRT5 inh 5, miR-122 sensor -9, ARNT-TACC3 inh 2, C2C12 statin 5, ERp5 inh -10 and Cneo AK release 1.
For CCOC(=O)C1(CCCc2ccccc2)CCN(CC(O)CO)CC1 (stereo not drawn) the results were esBAF inh -3, SIRT5 inh 6, miR-122 sensor -3, ARNT-TACC3 inh 0, C2C12 statin -3, ERp5 inh -4 and Cneo AK release 11.
O=C(CCC(=O)Nc1ccc(F)cc1)N/N=C/c1ccc(F)cc1 was read as esBAF inh 1, SIRT5 inh 0, miR-122 sensor -5, ARNT-TACC3 inh -10, C2C12 statin 4, ERp5 inh 0 and Cneo AK release -1.
For CCc1cc(=O)oc2cc3occ(C)c3cc12 the results were esBAF inh -6, miR-122 sensor -6, ARNT-TACC3 inh 29, C2C12 statin 1 and Cneo AK release -1.
`COc1cc2c(C(=O)O)c(C)n(-c3ccccc3)c2c2ccccc12` gave esBAF inh -6, SIRT5 inh -9, miR-122 sensor -6, ARNT-TACC3 inh -5, C2C12 statin 15, ERp5 inh -4 and Cneo AK release 4.
C[C@@H]1CN([C@@H](C)CO)C(=O)c2cc(NC(=O)CCC(F)(F)F)ccc2O[C@@H](C)CCCCO[C@@H]1CN(C)C(=O)NC1CCCCC1 was read as esBAF inh -8, SIRT5 inh 0, miR-122 sensor -1[16.7 µM], ARNT-TACC3 inh -2, C2C12 statin -26, ERp5 inh -1 and Cneo AK release 0.
For CCCCCCn1c(=O)n2n(c1=O)[C@@H]1CN(S(=O)(=O)c3ccc(C)cc3)C[C@]1(O)[C@@H](OC(=O)NCC1CCCCC1)C2 the results were esBAF inh 7, SIRT5 inh 2, miR-122 sensor -4, C2C12 statin 20, ERp5 inh 3 and Cneo AK release 13.
Screening Cn1nnnc1SCc1csc(Nc2ccccc2)n1 returned esBAF inh inconclusive, miR-122 sensor -4, ARNT-TACC3 inh 6, C2C12 statin -1 and Cneo AK release -1.
For O=C(CNC(=O)c1ccccc1)OC1CCCCC1 the results were SIRT5 inh -2, ARNT-TACC3 inh -5 and ERp5 inh -7.
O=C(C1CCCCC1)N1C[C@@H]2[C@H](c3ccccc31)[C@H](CO)N2CC1CCOCC1 was read as esBAF inh -4, SIRT5 inh -4, miR-122 sensor -3[16.7 µM], ARNT-TACC3 inh 0, C2C12 statin -8, ERp5 inh 6 and Cneo AK release 1.
CC(=O)N(C)c1ccc(C=C2C=Cc3ccccc32)cc1 was read as SIRT5 inh -19, ARNT-TACC3 inh 7 and ERp5 inh -5.
C[C@@H]1CN([C@H](C)CO)C(=O)Cc2cc(NC(=O)Cc3cn(C)c4ccccc34)ccc2O[C@@H]1CN(C)Cc1ccc(Oc2ccccc2)cc1 was read as esBAF inh 1, miR-122 sensor -11[16.7 µM], ARNT-TACC3 inh 38, C2C12 statin 46 and Cneo AK release 4.
Screening O=C1c2ccccc2C(=O)C1c1ccc(Br)cc1 returned esBAF inh -1, SIRT5 inh -2, miR-122 sensor -8, ARNT-TACC3 inh -8, C2C12 statin -1, ERp5 inh 1 and Cneo AK release 4.
CN(C)c1ccc(NC(=O)c2cccc([N+](=O)[O-])c2)c2ccccc12 was read as esBAF inh -6, SIRT5 inh 0, miR-122 sensor 0, ARNT-TACC3 inh 8, C2C12 statin 8, ERp5 inh 1 and Cneo AK release 0.
COCCCNC(=S)NNC(=O)c1ccc2c(c1)OCO2 was read as esBAF inh 14, SIRT5 inh -8, ARNT-TACC3 inh -4, C2C12 statin 0, ERp5 inh 0 and Cneo AK release 3.
Cc1nnc(NC(=O)c2oc3c(ccc4ccccc43)c2C)s1 was read as esBAF inh 5, miR-122 sensor 8, C2C12 statin 4 and Cneo AK release 2.
CC(C)Nc1nc(Oc2ccc(=O)n(-c3ccccc3)n2)nc(N(C)C)n1 was read as SIRT5 inh 2, ARNT-TACC3 inh 5 and ERp5 inh 3.
`O=C(NCc1ccco1)/C(=C/c1cccnc1)NC(=O)c1ccco1` gave esBAF inh 6, ARNT-TACC3 inh -1, C2C12 statin -4 and Cneo AK release -1.
Screening CC1=C(C(=O)OCC2CCCO2)C(c2ccc(Cl)cc2)NC(=O)N1 (stereo not drawn) returned SIRT5 inh -2, ARNT-TACC3 inh 5 and ERp5 inh 1.
CC(C)N(Cc1nc(-c2ccccc2)no1)C(=O)CN(C)S(=O)(=O)c1ccccc1 was read as esBAF inh -19, miR-122 sensor -8, ARNT-TACC3 inh 7, C2C12 statin 0 and Cneo AK release 4.
Cc1ccc(-c2nn(CC(=O)NCc3ccccn3)c(=O)c3ccccc23)cc1S(=O)(=O)N(C)C was read as miR-122 sensor -6, ARNT-TACC3 inh 6, ERp5 inh 4 and Cneo AK release 10.
CS(=O)(=O)n1nc(-c2ccc(Cl)cc2)nc1SCc1ccccc1 was read as esBAF inh 34, miR-122 sensor -4, ARNT-TACC3 inh -3 and C2C12 statin 17.
Screening NNC(=O)c1nnsc1-c1csnn1 returned SIRT5 inh -1, ARNT-TACC3 inh 1 and ERp5 inh 6.
`CCCCNC(=S)NNC(=O)CCn1nc(C)c(Br)c1C` gave esBAF inh 3, miR-122 sensor -1, ARNT-TACC3 inh -9 and Cneo AK release 0.
For CC(=O)Nc1ccc2c(c1)C(=O)N(C)[C@@H]1CC[C@H](CC(=O)NCc3ccccc3Cl)O[C@H]1CO2 the results were esBAF inh 4, SIRT5 inh 4, miR-122 sensor 0[16.7 µM], ARNT-TACC3 inh -2, C2C12 statin 15, ERp5 inh -3 and Cneo AK release 59.
Screening O=C(CSc1nnc(-c2c[nH]c3ccccc23)o1)c1ccc(-c2ccccc2)cc1 returned esBAF inh 5, miR-122 sensor -3, ARNT-TACC3 inh -4, C2C12 statin 6 and Cneo AK release -1.
